# Glyco luc inh: N-linked glycosylation inhibition; D54 ERlucT glycosylation luciferase reporter, 24 h; percent of 100 nM tunicamycin response; reporter increase, % at 12.5 µM; 0.23% of 360,000 active; AID 588692;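 active = mean luciferase reporter signal, scaled so untreated is 0 and the glycosylation-blocking control 100, at or above a set limit in every replicate; inconclusive = mean reaches the limit but not every replicate does; inactive = mean below the limit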;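 also: luciferase carries N-glycosylation sites so blocking glycosylation raises the light; 0% = median of neutral control wells and 100% = median of 100 nM tunicamycin wells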
# MC4R ag barr: agonists of human melanocortin 4 receptor (MC4R) beta-arrestin | U2OS MC4R beta-arrestin complementation, luminescence; percent of melanotan II response, DMSO zero | AID 540308 | activation, % at 8.9 µM | 0.98% of 360,000 active;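 active = activation above a per-plate cutoff, the mean activation of sample wells on that plate plus 3 SD, cut at about 8% in these data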
# ABCB6 inh MLPCN: human ABCB6 transporter inhibition; Q9NP58; K562-ABCB6 porphyrin accumulation, flow cytometry, 1 h; active compounds read low; fluorescence ratio to DMSO, % at 10 µM; 0.19% of 360,000 active; AID 602162;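 active = fluorescence ratio to DMSO below 75%, the collection mean minus 3 SD; inconclusive = too few cells collected in the well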;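 also: signal is porphyrin accumulated inside mitochondria; 100% equals median channel fluorescence of DMSO control wells; lower ratio means ABCB6 inhibition with less porphyrin fluorescence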
# Target sequence (Q9NP58 whole entry, looked up): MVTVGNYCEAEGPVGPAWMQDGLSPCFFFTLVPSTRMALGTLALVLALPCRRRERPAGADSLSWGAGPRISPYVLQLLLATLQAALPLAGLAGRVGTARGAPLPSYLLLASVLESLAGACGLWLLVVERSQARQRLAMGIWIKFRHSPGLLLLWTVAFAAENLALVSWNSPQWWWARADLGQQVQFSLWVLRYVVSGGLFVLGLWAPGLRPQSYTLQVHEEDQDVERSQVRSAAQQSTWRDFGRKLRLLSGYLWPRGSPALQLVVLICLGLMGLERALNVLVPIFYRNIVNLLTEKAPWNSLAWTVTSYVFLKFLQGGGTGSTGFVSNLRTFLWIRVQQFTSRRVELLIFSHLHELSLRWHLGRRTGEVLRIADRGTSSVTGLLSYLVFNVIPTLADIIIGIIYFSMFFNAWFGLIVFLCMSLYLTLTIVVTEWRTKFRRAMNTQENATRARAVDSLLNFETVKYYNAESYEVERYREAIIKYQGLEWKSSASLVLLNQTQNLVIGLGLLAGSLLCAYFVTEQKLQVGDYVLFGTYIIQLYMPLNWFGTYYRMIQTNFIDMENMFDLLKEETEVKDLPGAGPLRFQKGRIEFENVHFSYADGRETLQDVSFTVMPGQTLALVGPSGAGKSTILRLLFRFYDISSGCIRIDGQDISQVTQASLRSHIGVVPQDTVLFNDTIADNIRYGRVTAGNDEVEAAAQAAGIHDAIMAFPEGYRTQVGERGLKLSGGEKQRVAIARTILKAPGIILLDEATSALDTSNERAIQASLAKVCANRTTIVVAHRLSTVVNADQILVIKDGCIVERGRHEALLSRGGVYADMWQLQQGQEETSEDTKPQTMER
# Vif imaging: HIV Vif inhibition; HEK293T cells, Vif self-association by quenched fluorescence, imaging, 24 h; inhibition, % at 7.49 µM; 0.35% of 340,000 active; in the data active = inhibition above about 50%, passing the limit was not always enough; inconclusive = no clear call, values can overlap the other calls; inactive = below about 31%; also: some results filed as inactive read as strong as hits
# MC4R antagonist: antagonists of human melanocortin 4 receptor (MC4R). P32245. MC4R-expressing cells, MTII-stimulated cAMP, LANCE TR-FRET. 0.48% of 360,000 active. inhibition, % at 6.5 µM;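 active = inhibition above its plate's cutoff, the mean of tested wells on that plate plus 3 SD, cut at about 29% in these data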;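 also: 0% = Melanotan II alone and 100% = Melanotan II plus saturating MCL0020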
#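 System – human MC4R-expressing U2OS cells · Also added – Melanotan II · Dosing – one concentration, 6.5 µM nominal · Timing – 30-min compound, 1-h challenge, 1-h detection, room temperature · Measured by – Eu-cAMP/anti-cAMP TR-FRET, emission 671 nm · Replicates – singlicate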
# Granule exo inh: blocks lytic granule exocytosis | TALL-104 LAMP-1 surface exposure, flow cytometry; cells stimulated with thapsigargin and PMA | inhibition, % at 10 µM | 0.66% of 360,000 active | AID 651702;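 active = inhibition above about 55%, limit read from the data; inconclusive = no clear call, values can overlap the other calls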
# NOD2-RIPK2 inh: blocks binding of human NOD2 to RIPK2; O43353; CHO BLA complementation NOD2-RIPK2, CCF4 ratio; inhibition, % at 4.98 µM; 0.38% of 360,000 active; in the data active = inhibition above about 21%;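 also: 0% = vehicle only and 100% = reference blocker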
# aDG glyco up: increases alpha dystroglycan glycosylation | Pro5-aDG cells, alpha-DG glycosylation AlphaScreen (IIH6); 0% Pro5, 100% B10-LARGE cell signal | activation, % at 10 µM | 0.22% of 360,000 active;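 active = activation of at least 8% versus controls, or a plate z-score of at least 8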;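 also: Pro5 are CHO cells carrying HIG-tagged alpha-DG that lacks glycosylation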
# ABHD5-PLIN5 inh: inhibitors of human ABHD5-perilipin-5 interaction; Split G. princeps luciferase complementation, luminescence, 4 h; inhibition, % at 4 µM; 0.78% of 360,000 active;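 active = inhibition above the mean inhibition across every tested compound plus 3 SD, cut at about 22% in these data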;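 also: 0% = DMSO only wells and the 100% control is not disclosed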
# TLR9-MyD88 inh: inhibitors of human TLR9-MyD88 binding | CHO BLA complementation TLR9-MyD88, CCF4 FRET ratio | Q9NR96+Q99836 | 0.21% of 340,000 active | inhibition, % at 4.98 µM;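 active = inhibition above the mean over all tested compounds plus 3 SD, cut at about 21% in these data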;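 also: 0% = DMSO only wells and 100% = clavulanate BLA inhibitor control wells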
# * = called active by the depositor; ? = inconclusive; . = no result given. Some of the compounds tested. The share of hits here may be higher or lower than overall.
SMILES,Glyco luc inh,MC4R ag barr,ABCB6 inh MLPCN,Vif imaging,MC4R antagonist,Granule exo inh,NOD2-RIPK2 inh,aDG glyco up,ABHD5-PLIN5 inh,TLR9-MyD88 inh
COc1ccc(CN(C)C(=O)CNC(=O)Cc2cccc3ccccc23)c(OC)c1OC,2,-2.3,99,-4,8,42,-3,0.1,-5,-8
O=C1C(=O)N(C2CCCC2)C(=O)N1Cc1c(F)cccc1Cl,1,-1.6,96,-2,3,-4,7,0.0,-2,4
CCOc1ccc(OCc2ccc(C(=O)N3CCCC3)o2)cc1,1,-0.2,99,-1,0,0,-8,-0.1,-9,-4
COc1ccc(CN2C(=O)[C@@H]3C(c4ccc(F)cc4)=NO[C@@H]3C2=O)cc1,1,-1.4,92,12,4,-1,-5,-0.2,-1,-3
CC1Cc2c([nH]c(=O)n(-c3ccccc3)c2=O)O1 (configuration not stated),2,-1.4,107,5,7,-2,-4,0.0,3,2
OCC1(Cc2ccc(Cl)cc2)CCN(Cc2ccccc2F)CC1,-4,1.4,95,5,-4,31,-5,0.7,8,13
COc1ccc(-c2nc(C)ncc2-c2csc(C)n2)c(O)c1,4,-1.5,102,7,-6,3,4,-0.3,-2,-5
Cc1ccc(C)c(Cn2nc(-c3cc(C)ccc3C)ccc2=O)c1,-3,0.1,91,-10,-4,20,4,0.1,1,-4
NC1=C(c2ccccc2)C(=O)NC1=O,1,1.6,102,.,9,5,1,0.1,7,-8
COc1ccc(-c2c(-c3cc(OC)cc(OC)c3)n(C)c3ccc(-c4ccc(S(N)(=O)=O)cc4)cc23)cc1,-6,-1.2,94,-2,11,-4,2,0.6,-11,-1
CCC(c1nnnn1CCOC)N(Cc1cc2c(C)cc(C)cc2[nH]c1=O)CC1CCCO1 (configuration not stated),2,0.0,100,.,5,1,3,-0.1,-10,5
Cc1ccc(/C=N/NC(=O)Nc2ccccc2)o1,2,-0.9,96,5,-6,0,0,-0.1,0,-1
Cc1cccc(-n2c(Cn3nc(C)c([N+](=O)[O-])c3C)n[nH]c2=S)c1,3,-2.1,96,-7,-2,2,-6,0.1,-4,0
COc1cccc(CNC(=O)CCC2CCCN(c3cc(C)nc(N)n3)C2)c1 (configuration not stated),1,-2.1,90,-1,1,-2,0,-0.1,-5,2
CC1(C)OC(=O)N(CC(=O)Nc2cccc(C(F)(F)F)c2)C1(C)O (configuration not stated),4,-2.7,98,6,8,-7,4,-0.2,2,5
C/C(=N\NC(=O)Cc1ccc(Cl)cc1)c1cccnc1,1,-2.7,96,-37,3,-4,-1,0.4,-3,5
COc1ccc(CNC(=O)c2ccc(-n3ccnc3)c3ccoc23)cc1OC,0,-1.8,96,-11,7,-4,7,0.1,4,.
CCC(c1nnnn1Cc1ccco1)N(CCN1CCOCC1)Cc1cc2cc(C)ccc2[nH]c1=O (configuration not stated),-1,1.5,95,8,13,1,-1,0.0,12,-3
C[C@@H]1[C@H](O)C[C@@]23COC(=O)C2=CCCC3[C@@]1(C)CCC1COC(=O)C1 (some centres not stated),-1,1.1,99,15,2,-1,-9,0.1,3,-1
COc1ccc(Cl)cc1C(=O)NCC(c1ccco1)N1CCCC1 (configuration not stated),-3,-2.0,99,-4,-3,-1,3,-0.1,1,-5
COc1ccc2c(C(=O)CCl)c[nH]c2c1,1,-1.1,113,?,22,-1,-3,1.0,9,9
Brc1ccc(-c2nnc(-c3ccccc3)c(N3CCSCC3)n2)cc1,-4,-2.7,94,13,19,0,-1,-0.1,-3,-15
Cc1cc(S(=O)(=O)N2CCCC2)ccc1OCC(=O)N1CCCCC1,2,-2.9,94,-2,-4,-2,0,-0.1,2,-3
O=C(COc1ccccc1)Nc1ccncc1Cl,-1,-4.0,93,.,1,13,-1,0.1,-2,7
Nc1ccccc1C(=O)N/N=C1\C2CN3CCN(C2)CC1(c1ccccc1)C3,3,-1.9,96,?,4,4,-6,0.1,-4,-10
# More results follow:
SMILES,Glyco luc inh,MC4R ag barr,ABCB6 inh MLPCN,Vif imaging,MC4R antagonist,Granule exo inh,NOD2-RIPK2 inh,aDG glyco up,ABHD5-PLIN5 inh,TLR9-MyD88 inh
COc1ccc(Nc2nc(N3CCCC3)nc(N3CCOCC3)n2)cc1,-9,0.2,102,4,-2,0,-7,0.3,4,2
COc1cc(/C=C2/SC(=O)NC2=O)ccc1OCc1ccccc1,-2,-0.3,102,-8,7,12,3,0.1,20,-4
COc1ccc(OC)c(-c2csc(NC(=O)c3ccccc3F)n2)c1,4,2.7,100,5,-3,-1,0,0.1,-9,-5
Cc1ccc(NC(=O)c2c([N+](=O)[O-])c(C(C)(C)C)nn2C)cc1,0,-1.9,98,6,3,-2,-9,0.5,-6,-8
COc1ccc(/C=C/C(=O)c2ccc(NC(=O)c3cccs3)cc2)cc1OC,1,-0.4,96,-1,3,1,1,-0.3,15,13
CCCOc1cccc(C(=O)Nc2nnn(CCC)n2)c1,-1,-0.1,87,.,-8,1,-2,0.3,-2,-5
O=C1CSC(=S)N1Cc1cccnc1,0,-1.0,106,-6,3,3,-6,0.1,-12,-3
CC1(c2ccccc2)NC(=O)N(CCN2C(=O)c3ccccc3C2=O)C1=O (configuration not stated),2,1.4,91,-2,4,-1,-8,-0.1,2,6
O=[N+]([O-])c1ccccc1S(=O)(=O)Nc1ccc(-c2ccc(N3CCCC3)nn2)cc1,-1,-1.2,103,1,15,4,3,0.2,-3,-5
Cc1nc(NC(C)(C)CO)c([N+](=O)[O-])cc1[N+](=O)[O-],1,-0.6,99,0,13,0,-1,0.0,-9,-7
CCOc1ccc(Br)cc1S(=O)(=O)Nc1ccc(C(=O)Nc2ccc(C)cc2)cc1,-5,10*,101,0,6,-1,-8,0.1,-5,-9
COC(=O)NC1CSCC1OC(=O)c1ccc(Br)cc1 (configuration not stated),0,-0.8,98,-3,0,-4,-8,-0.2,-2,-1
N#Cc1nc(Cc2ccccc2)oc1N1CCCC1,-1,-3.5,92,2,-3,2,4,-0.1,2,-4
C[C@H](CO)N1C[C@H](C)[C@@H](CN(C)S(C)(=O)=O)Oc2ccc(N(C)C)cc2C1=O,-2,0.5,96,-6,14,60*,-7,-0.1,0,-12
Cc1cc(C)c2c(N)c(C(=O)NN3CC(=O)N(c4ccccc4)CC3=O)sc2n1,0,0.8,100,-3,8,-12,4,0.0,-4,-1
Cc1cc(NC(=O)Cn2ccsc2=N)c([N+](=O)[O-])cc1C,-1,0.6,104,0,-6,-3,-9,-0.2,12,9
Cc1ccc(C(=O)CSc2n[nH]c(C)n2)cc1,0,0.7,94,-1,14,4,-3,0.1,-8,-4
Cc1cc(C)[n+](Cc2ccccc2)cc1C(N)=O,-1,-2.8,96,-6,-6,-1,-5,-0.1,3,0
O=C(Nc1cccnc1)c1cc(F)c(F)cc1Cl,1,-3.1,94,-5,-2,-9,-13,-0.2,-4,5
Cc1cc(Cl)c(S(=O)(=O)N2CCN(c3ccccn3)CC2)cc1OCC(=O)NC1CCCCC1,-4,1.2,87,-23,11,12,-7,0.4,2,8
CC1CCN(CCn2c(=S)[nH]c3ccccc3c2=O)CC1,-3,-2.2,96,-3,-2,1,-6,0.0,-6,-7
Cc1noc(C)c1COc1ccc(C(=O)N2CCN(S(=O)(=O)c3cccc(F)c3)CC2)cc1,2,-1.0,101,6,6,-2,-4,0.3,4,-2
COc1cccc(-c2ccc3c(c2)O[C@@H](CN(C)C(=O)C2CCOCC2)[C@H](C)CN([C@H](C)CO)S3(=O)=O)c1,8,-0.7,89,-2,1,11,4,0.0,3,-2
COc1cc(C(=O)NCC(c2cccnc2)N2CCN(c3ccc(F)cc3)CC2)cc(OC)c1OC (configuration not stated),-1,1.1,104,1,7,4,-2,-0.1,-6,3
Cc1cc(C)cc(NC(=S)N2CCN(c3ccccn3)CC2)c1,1,-0.1,99,-5,17,3,4,0.0,-1,-5

# Three compounds from above, reduced to TLR9-MyD88 inh, Granule exo inh and ABHD5-PLIN5 inh:
SMILES | TLR9-MyD88 inh | Granule exo inh | ABHD5-PLIN5 inh
Cc1cc(NC(=O)Cn2ccsc2=N)c([N+](=O)[O-])cc1C | 9 | -3 | 12
Cc1ccc(C(=O)CSc2n[nH]c(C)n2)cc1 | -4 | 4 | -8
Cc1cc(C)[n+](Cc2ccccc2)cc1C(N)=O | 0 | -1 | 3

# Continued:
SMILES,Glyco luc inh,MC4R ag barr,ABCB6 inh MLPCN,Vif imaging,MC4R antagonist,Granule exo inh,NOD2-RIPK2 inh,aDG glyco up,ABHD5-PLIN5 inh,TLR9-MyD88 inh
CCSc1nnc(NC(=O)CSc2sc3c(O)cc(=O)[nH]c3c2C#N)s1,0,-1.6,95,-8,8,-6,-4,0.0,3,-4
OC1(Cc2cc(-c3ccccc3)no2)CCN(CCCc2ccccc2)CC1,-2,0.4,105,-5,12,2,-4,0.2,2,0
CC(C)CN(C(=O)COC(=O)C12CC3CC(CC(O)(C3)C1)C2)c1c(N)n(Cc2ccccc2)c(=O)[nH]c1=O,1,0.6,100,.,13,0,4,-0.2,9,3
CCc1ccccc1NS(=O)(=O)c1ccc(SC)cc1,-1,-0.5,114,-9,2,-1,0,-0.1,-2,-1
CN1CCCN(C(=O)CC(c2ccccc2)c2ccccc2)CC1,1,-3.2,104,7,12,-8,7,-0.4,1,-2
O=C(Cn1cc(C(=O)C(F)(F)F)c2ccccc21)N1CCOCC1,3,-1.0,100,-3,14,-7,9,-0.1,-5,7
O=C(NCc1cccs1)c1cc(S(=O)(=O)N2CCCCC2)ccc1Cl,-2,-0.4,96,-2,7,-2,2,-0.1,-5,1
COc1cccc(/C=C/C(=O)NCc2ccc(S(N)(=O)=O)cc2)c1,1,-1.2,95,-3,14,-4,-4,-0.3,-3,1
COc1ccc(N2COC3c4cccc5cccc(c45)C32)cc1 (configuration not stated),1,-0.5,97,0,-6,3,1,0.0,-5,-1
O=S(=O)(Nc1cccnc1)c1cccs1,2,-2.9,96,6,8,-1,4,-0.1,-2,3
O=C1c2ccccc2C(Nc2cccc(C(F)(F)F)c2)N1Cc1ccco1 (configuration not stated),-2,1.3,91,-15,1,1,4,1.3,6,0
O=C(COC(=O)/C=C/c1ccc(S(=O)(=O)N2CCOCC2)cc1)Nc1ccc(F)c(F)c1F,1,-0.2,96,27,9,-9,1,-0.1,-3,14
O=C(CSc1nnc(-c2cccnc2)o1)Nc1ccc(F)cc1,1,-1.1,100,9,1,-6,2,-0.2,2,-3
O=C(O)C1CCCN1C(=O)c1cccs1 (configuration not stated),1,-1.5,89,4,5,-1,4,-0.2,-2,8
O=C(c1ccc2c(=O)n(Cc3ccccc3)c(=S)[nH]c2c1)N1CCCC1,-2,-1.8,97,18,11,14,9,0.3,-6,2
O=C(Nc1nnc(-c2ccc3c(c2)CCCC3)o1)c1ccccc1Cl,2,-1.1,104,26,23,4,-1,0.0,-2,-10
Cc1cc(-c2nn3c(-c4ccccc4)nnc3s2)c2ccccc2n1,1,0.1,99,-4,-33,2,8,0.3,4,9

# Bioassay records (PubChem BioAssay)
